Compound activity deposited in PubChem by National Center for Advancing Translational Sciences (NCATS).
Nrf2 ARE act: Nrf2 pathway activation | actives 0.31% (n = 410,000) | AREc32 ARE-luciferase reporter (MCF7-derived line), luminescence, 24 h | Potency, µM (series often up to 46.1 µM), for inactives: top-dose activation, most hits filed as activators; also: potency is read from the fitted curve at half-maximal effect; % of control where 0% means no effect; nearly all actives have a fitted effect of over 65% in size
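Quantitative high-throughput format: AREc32 reporter cells, 1000 per well, received compound by pin transfer and were incubated 24 hr at 37 deg C, 5% CO2, before Steady-Glo luminescence detection.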
TGFb SMAD3 inh: inhibitors of TGF-b signaling | actives 1.2% (n = 410,000) | Potency, µM (top dose mostly 46.1 µM), for the others: at the highest dose activity, negative = inhibition, hits mostly inhibitors | HepG2 CAGA-GFP TGF-b/SMAD3 reporter, GFP fluorescence, 18 h; TGF-beta stimulated, 500 pg/mL final; also: potency is read from the fitted curve at half-maximal effect; % is scaled to controls: 0 for no effect and ±100 for the full control effect; nearly all actives have a fitted effect of over 65% in size
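HEPG2 CAGA-GFP reporter cells (1000/well, DMEM with 1% FBS) received compounds, then recombinant TGF-beta at 500 pg/mL final for 18 hours at 37 degrees C. Per-cell GFP summed per well was normalised to unstimulated and stimulated DMSO controls before curve fitting.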
IL-2 act: activators of IL-2; activation, % (series mostly up to about 46 µM); actives 0.065% (n = 360,000); IL-2 activation reporter assay, cell-based qHTS; stimulated with anti-CD3/CD4/CD28 beads; in transgenic mouse T cells; AID 652025; in the data active = activation above about 50%; inconclusive = mostly about 30% to 49%; also: 0% is about no effect
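First, unstimulated transgenic mouse T cells were exposed to compound for 60 min. Next, anti-CD3/anti-CD4-coated beads with anti-CD28 were added. Finally, after 18 h at 37 degrees C, EGFP and DsRed were imaged.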
A549 tox: A549 cytotoxicity, counter-screen for Nrf2 inhibitors | A549 ARE-Fluc cells, CellTiter-Fluor viability, 18-24 h | Potency, µM (highest dose often 46 µM), inactives show at the top dose activity change, negative = cytotoxicity, hits mostly inhibitors | actives 0.16% (n = 390,000); also: potency is read from the fitted curve at half-maximal effect; % is scaled to controls: 0 for no effect and ±100 for the full control effect
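Cytotoxicity counterscreen: CellTiter-Fluor fluorescence was measured in A549 ARE_Fluc cells after 18-24 h of compound exposure in a concentration series. The subsequent BugLite luminescent read reports ARE-luciferase activity.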
ATXN2 expr inh: reduces ATXN2 reporter expression in HEK-293 cells; HEK-293 ATXN2-luciferase reporter, luminescence, 24 h; Potency, µM (top dose mostly 57 µM), for the others: at the top dose activity change, negative = inhibition, hits mostly inhibitors; actives 0.72% (n = 360,000); also: potency is read from the fitted curve at half-maximal effect; % is scaled to controls: 0 for no effect and ±100 for the full control effect; nearly all actives have a fitted effect of over 55% in size
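qHTS (up to 57 uM final) was run with 24 h compound exposure of reporter cells at 37 °C. Each well was multiplexed: SteadyGlo luminescence measured ATXN2-luciferase expression after a fluorogenic Gly-Phe-AFC viability readout (25 uM final).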
HepG2 viability: HepG2 cytotoxicity, counter-screen for TGF-b inhibitors; HepG2 CAGA-GFP viability, ATP luminescence, 18 h; Potency, µM (top dose mostly 46.1 µM), inactives show at the top dose activity change, negative = cytotoxicity, actives largely listed as cytotoxic; actives 0.76% (n = 410,000); AID 588856; also: potency is read from the fitted curve at half-maximal effect; some results filed as inactive show a strong effect at the top dose
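CellTiter-Glo luminescence gave cytotoxicity after 18 hours at 37 degrees C. The cells were HepG2 CAGA-GFP in 1% FBS DMEM, stimulated with 500 pg/mL TGF-beta after compound addition. %Activity was normalised to no-cell wells (complete cell-killing) and DMSO (no toxicity), and curves were fitted and classified.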
Nrf2 inh: inhibitors of Nrf2 signaling. A549 ARE-Fluc reporter, luciferase luminescence, 18-24 h. Potency, µM (top dose mostly 46 µM), inactives show at the highest dose activity change, negative = inhibition, most hits filed as inhibitors. actives 2.1% (n = 360,000). AID 504444; also: potency is read from the fitted curve at half-maximal effect; % is scaled to controls: 0 for no effect and ±100 for the full control effect; nearly all actives have a fitted effect of over 60% in size
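A549 ARE_Fluc cells (5000/well, 5% FBS OPTI-MEM) pre-incubated 2 h, then treated with compounds 18-24 h at 37C/5% CO2 in concentration-response. CellTiter-Fluor viability read first; BugLite luciferase luminescence after 15 min at room temperature gives Nrf2 activity.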
S2 tox: reduces viability in counter-screen for ATXN expression inhibitors. Potency, µM (doses to about 56.7 µM), usual class: cytotoxic. actives 0.49% (n = 400,000). S2 cells (HEK-293 line with an ATXN2-luciferase reporter) viability, CellTiter-Fluor protease fluorescence, 24 h; also: potency is read from the fitted curve at half-maximal effect; nearly all actives have a fitted effect of over 40% in size
EPAC2 agonist: EPAC2 (human) agonism; EPAC2 activation, biochemical qHTS; response scale: 100% = 6.5 mM cAMP response; Potency, µM (top dose mostly 154 µM), for the others: top-dose activation, hits mostly activators; actives 0.079% (n = 360,000); AID 720711; also: potency is read from the fitted curve at half-maximal effect; nearly all actives have a fitted effect of over 50% in size
Target sequence (Q8WZA2 whole entry, looked up): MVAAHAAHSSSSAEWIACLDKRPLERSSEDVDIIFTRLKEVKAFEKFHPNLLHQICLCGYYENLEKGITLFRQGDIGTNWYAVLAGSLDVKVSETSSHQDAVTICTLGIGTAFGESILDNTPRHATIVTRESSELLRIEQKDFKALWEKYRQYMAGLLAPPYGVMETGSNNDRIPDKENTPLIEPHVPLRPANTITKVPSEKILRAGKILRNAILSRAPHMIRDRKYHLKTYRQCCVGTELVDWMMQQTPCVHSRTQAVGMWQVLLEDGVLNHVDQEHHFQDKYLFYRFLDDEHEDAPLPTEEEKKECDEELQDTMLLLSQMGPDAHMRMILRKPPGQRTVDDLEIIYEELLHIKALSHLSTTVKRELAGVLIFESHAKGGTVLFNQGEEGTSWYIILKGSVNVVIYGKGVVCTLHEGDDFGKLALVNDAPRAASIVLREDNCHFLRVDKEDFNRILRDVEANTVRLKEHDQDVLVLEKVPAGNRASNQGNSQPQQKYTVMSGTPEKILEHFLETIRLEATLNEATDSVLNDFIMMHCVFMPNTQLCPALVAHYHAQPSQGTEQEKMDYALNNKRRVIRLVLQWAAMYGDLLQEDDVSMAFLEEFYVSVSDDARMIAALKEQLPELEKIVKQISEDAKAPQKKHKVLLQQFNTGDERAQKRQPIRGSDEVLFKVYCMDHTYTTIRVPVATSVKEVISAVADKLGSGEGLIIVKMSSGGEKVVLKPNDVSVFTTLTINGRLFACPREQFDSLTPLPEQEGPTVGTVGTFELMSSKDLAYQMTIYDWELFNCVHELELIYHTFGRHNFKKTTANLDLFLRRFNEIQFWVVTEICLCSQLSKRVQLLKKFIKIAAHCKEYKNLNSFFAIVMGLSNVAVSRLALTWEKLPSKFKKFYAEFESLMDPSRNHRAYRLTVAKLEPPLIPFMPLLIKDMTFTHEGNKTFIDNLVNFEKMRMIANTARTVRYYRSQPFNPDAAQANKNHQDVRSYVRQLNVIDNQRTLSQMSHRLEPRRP
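Nucleotide exchange monitored as fluorescence drop when BODIPY-GDP leaves Rap1B. Reaction: 100 nM EPAC2, 250 nM RAP1B-BODIPY-GDP, 50 uM GDP, room temperature, kinetic read over 30 min. Activity expressed relative to 6.5 mM cAMP.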
* hit, by the source's call; i = inactive; ? = inconclusive; . = no result given; [ ] = dose if it differs, or a comment. Unless noted, calls follow the shape of the dose curve; as a rule, active = well fitted curve in the direction sought with a large enough effect; inconclusive = small, poorly fitted or top-dose-only effect, or another doubt; inactive = no such curve, though single readings can be large; an effect the other way counts as inactive or inconclusive.

compound | Nrf2 ARE act | TGFb SMAD3 inh | IL-2 act | A549 tox | ATXN2 expr inh | HepG2 viability | Nrf2 inh | S2 tox | EPAC2 agonist
Cc1c(-c2ccccc2)c(P(=O)(N2CCOCC2)N2CCOCC2)c2ccccn12 | 0.2% | 4.8% | -2.0 | 2.0% | -7.1% | -1.9% | 11.4% | i | 6.3%
Cc1ccc2onc(CNC(=O)Nc3cc(F)ccc3F)c2c1 | 5.5% | -29.7% | . | 11.0% | -4.7% | -7.3% | ? | i | .
O=C(Nc1ccccc1SC(=O)c1ccccc1)c1ccccc1 | ? | -23.3% | -1.2 | . | . | -31.3% | . | ? | 12.4%
CC(C)NC(=O)c1cc2nc(-c3ccco3)cc(C(F)(F)F)n2n1 | 9.3% | -5.8% | -1.1 | 7.0% | -4.6% | -2.1% | -0.3% | i | 6.7%
COc1cccc(NC(=O)CSc2nnc(NC(=O)C3CC3)s2)c1 | -0.2% | -0.9% | -4.0 | 0.3% | -8.8% | -0.1% | -24.1% | i | 2.2%
Cc1ccc(NC(=O)CCCNC(=O)c2ccc(Cl)cc2)nc1 | -0.3% | -0.7% | -3.0 | 13.4% | 29.6% | -11.4% | 12.4% | i | 10.6%
c1ccc(-n2ncc(-c3nn[nH]n3)n2)cc1 | 0.7% | 0.4% | -4.5 | -3.2% | -10.7% | 3.8% | 8.6% | i | 3.6%
Cc1nn(C)cc1C1Nc2ccccc2C(=O)N1O (stereo not given) | 6.6% | 9.9% | 1.8 | 0.2% | 2.2% | -21.0% | ? | i | -2.9%
CCOc1ccccc1N | -0.8% | -7.4% | -0.1 | 0.3% | 1.1% | 1.6% | 12.3% | i | 0.5%
O=C(CSC1=NCCS1)Nc1ccc2ccccc2c1 | 8.1% | -1.4% | 1.5 | 8.9% | 21.6% | -34.8% | 8.9% | i | 10.5%
Cc1ccccc1OCC(=O)Nc1ccccc1OCc1cc(=O)n2ccccc2n1 | 0.3% | 1.6% | . | 0.3% | . | -2.1% | . | . | .
COc1ccc(/C=N/NC(=O)CC2N=C(Cc3ccccc3)NNC2=O)cc1OC (stereo not given) | 2.5% | 5.2% | -4.9 | 7.9% | -8.4% | -2.1% | -4.1% | i | 8.1%
CC(=O)Cn1ncc(N2CCOCC2)c(Br)c1=O | 2.1% | -0.4% | 3.1 | 4.9% | 3.9%[11.3 µM] | -1.3% | 7.9% | i | 0.8%
C=CCNc1n[nH]c(=S)s1 | 0.0% | ? | -2.1 | . | . | -36.3% | . | ? | 3.8%
CCS(=O)(=O)c1ccc(O)c(NC(=O)NC2CCCCC2)c1 | 0.3% | 9.5% | 0.1 | -1.7% | 32.2% | 27.5% | 6.2% | i | -6.1%
O=C(O)CC(NC(=O)C1CCCCC1)c1cc([N+](=O)[O-])ccc1Cl (stereo not given) | 0.4% | 3.2% | -1.0 | -4.0% | 4.8% | 3.8% | -13.4% | i | -1.7%
Cc1ccc(-n2c(Cc3cccn3C)nnc2SCC(=O)N2CCN(c3ccccc3)CC2)cc1 | -0.6% | -10.1% | 3.0 | -7.4% | 4.0% | 0.5% | ? | i | 11.0%
CC(NC(=O)C1CCN(C(=O)c2ccc(-n3ccc4ccccc43)s2)CC1)c1ccccc1 (stereo not given) | 1.3% | ? | . | -11.8% | . | -23.9% | ? | . | .
COc1ccc(C(=O)N2CCC(C(=O)Nc3ccccc3C)CC2)cc1OC | 0.1% | 5.1% | 1.1 | 2.9% | 3.5% | -4.2% | -5.6% | i | 5.8%
COc1ccccc1CNC(=O)c1ccc2c(c1)N(Cc1cccc(Cl)c1)C(=O)c1ccccc1S2(=O)=O | -0.3% | 1.6% | . | 5.0% | . | -9.0% | . | . | .
Cc1ccc(/C=N/NC(=O)c2cc3c(ccc4ccccc43)o2)cc1[N+](=O)[O-] | -0.6% | 21.9% | -0.7 | -0.1% | ? | 3.1% | -10.6% | ? | -0.9%
COc1ccc(C(=O)Nc2cc(C(C)=O)c(C)oc2=O)cc1 | 29.2% | 0.7% | 0.0 | -2.9% | 34.9% | -19.4% | 0.0% | i | 5.6%
Clc1ccc(-c2nc(/C=N/N3CCOCC3)c3ccccn23)cc1 | 6.0% | -17.6% | -4.1 | -1.0% | -1.9%[11.3 µM] | -1.4% | 16.0% | i | 7.8%
COc1ccc(C(CNC(=O)c2cccc(S(=O)(=O)Nc3cccc(C)c3)c2)N2CCOCC2)cc1 (stereo not given) | 0.7% | -3.8% | 0.0 | 3.8% | -0.3% | 3.3% | -13.6% | i | 1.6%
Cc1ccc(NC(=O)C2CCCN(c3nnc(-n4c(C)ccc4C)s3)C2)c(C)c1 (stereo not given) | 22.6% | . | . | 9.6% | . | -31.5% | 1.8% | . | .
O=c1/c(=C\c2cccnc2)sc2nc3ccccc3n12 | 5.9% | -1.9% | 0.1 | 4.3% | 37.8%[activator] | -2.2% | ? | i | -3.9%
Clc1ccc(Cn2cnc3ccccc32)cc1 | -0.3% | -26.8% | -2.8 | 1.3% | -22.7% | -6.0% | -6.2% | i | -4.0%
Cc1ccc(/C=C/c2ccc(=O)n(Cc3ccccc3Cl)n2)cc1 | 2.0% | ? | 0.3 | -6.3% | -19.0% | -53.1% | . | i | 6.9%
Cc1ccc(NC(=O)CN2C(=O)N/C(=C\c3cccn3-c3cccc(C(=O)O)c3)C2=O)cc1 | 2.7% | -8.2% | 0.0 | -13.9% | -28.0%[11.3 µM] | 6.4% | 5.4% | i | -4.2%
COc1ccccc1NC(=O)C(C)n1cnc2c(oc3nc4c(cc32)CCCC4)c1=O (stereo not given) | -0.7% | -25.0% | 1.0 | 0.8% | . | -16.7% | 28.6% | i | 6.4%
CCC(C)(C(=O)NC1CCCCC1)N(C)C(=O)c1ccc2c(c1)OCO2 (stereo not given) | 0.2% | 1.1% | -1.7 | ? | -7.2% | -0.3% | 7.0% | i | 5.3%
O=C(NNC(=O)c1cccc(-n2cccc2)c1)c1ccccc1 | 0.7% | -5.6% | 1.1 | -2.5% | 7.2% | -2.5% | ? | i | 10.6%
COc1cc(NC(=O)CSc2nncn2C)c(C)cc1[N+](=O)[O-] | 3.5% | -0.6% | -1.6 | -0.4% | -10.6% | -10.2% | 14.2% | i | 5.9%
CSc1ccc(C(=O)C2CCCN(C(=O)CN3CCOC3=O)C2)cc1 (stereo not given) | -1.2% | -5.7% | -3.6 | -1.9% | -8.0% | 0.5% | -3.4% | i | 8.2%
CCOC(=O)C1=C(Nc2ccc(OC)cc2)C(N)=NC1=N | -0.5% | -21.9% | -1.1 | . | . | 0.2% | . | i | 2.1%
Cn1c(CNS(=O)(=O)c2ccc(F)cc2)n[nH]c1=S | -0.1% | -2.2% | -2.8 | -0.2% | -7.7% | 1.8% | -2.0% | i | -1.0%
O=C(Nc1ncc(Cc2ccccc2)s1)C1COc2ccccc2O1 (stereo not given) | 2.1% | 6.7% | -0.6 | -8.7% | 65.6%[activator] | -4.3% | ? | i | 2.2%
COc1ccc(CNC(=O)Cn2ccc3cc(S(=O)(=O)N4CCCCCC4)ccc32)cc1OC | 4.2% | -5.9% | . | -15.5% | -20.6% | -36.4% | ? | i | .
COc1ccc(OCC(=O)Nc2ccc3c(c2)nc(CN2CCCC2)n3C)cc1 | -0.6% | 7.8% | -2.3 | -5.3% | 1.6% | -5.6% | -1.1% | i | -0.2%
CC(=O)N1CCN(Cc2nc3cc(NC(=O)c4ccc(F)cc4)ccc3n2C)CC1 | 2.8% | -1.0% | -0.2 | 0.0% | -2.0% | -0.5% | ? | i | 3.0%
O=C(NC(=S)NCc1cccnc1)c1cc2ccccc2o1 | 4.2% | -4.9% | 0.9 | -3.4% | 8.1% | -3.7% | ? | i | -2.1%
O=C(/C=C/c1ccc([N+](=O)[O-])cc1)OCC(=O)N1c2ccccc2Sc2ccccc21 | 0.5% | -15.5% | -3.6 | -0.1% | -26.8% | -5.9% | ? | i | 12.3%
COc1ccc(/C=C2\Sc3ccc(C(=O)N4CCCC4)cc3N(C)C2=O)cc1OC | 5.7% | -4.9% | -0.3 | 2.2% | -8.4% | -12.6% | ? | i | 7.6%
O=C(CN1CCSCC1)N/N=C/c1cccc(Cl)c1 | 4.7% | 6.5% | 1.3 | 2.5% | . | 15.8% | 7.2% | i | -0.1%
COc1ccc2cc(C#CC3=CC(=O)C[C@H](c4ccc(F)cc4)C3)ccc2c1 | 19.3% | -25.5% | -0.4 | . | ? | -39.0% | . | ? | 11.1%

Fetched by structure from above (four):
compound | Nrf2 ARE act | TGFb SMAD3 inh | IL-2 act | A549 tox | ATXN2 expr inh | HepG2 viability | Nrf2 inh | S2 tox | EPAC2 agonist
Clc1ccc(Cn2cnc3ccccc32)cc1 | -0.3% | -26.8% | -2.8 | 1.3% | -22.7% | -6.0% | -6.2% | i | -4.0%
CSc1ccc(C(=O)C2CCCN(C(=O)CN3CCOC3=O)C2)cc1 (stereo not given) | -1.2% | -5.7% | -3.6 | -1.9% | -8.0% | 0.5% | -3.4% | i | 8.2%
COc1ccc(CNC(=O)Cn2ccc3cc(S(=O)(=O)N4CCCCCC4)ccc32)cc1OC | 4.2% | -5.9% | . | -15.5% | -20.6% | -36.4% | ? | i | .
O=C(Nc1ncc(Cc2ccccc2)s1)C1COc2ccccc2O1 (stereo not given) | 2.1% | 6.7% | -0.6 | -8.7% | 65.6%[activator] | -4.3% | ? | i | 2.2%
